# High-throughput results deposited in PubChem BioAssay by National Center for Advancing Translational Sciences (NCATS).
# Pol iota inh: DNA polymerase iota (human) inhibition; Pol iota fluorescent replication assay, 10 min; Potency, µM (titrated, usually from 115 µM), without a hit: at the top dose activity, negative = inhibition, hits mostly inhibitors; hit rate 1% among 390,000; further: potency means the concentration at half of the fitted maximal effect
#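 Pol iota at 10 nM preincubated 15 min with compounds at room temperature; reaction started with fluorescent substrate, 50 nM final. Fluorescence read kinetically at 0 and 10 min; buffer-only wells as negative control.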
# RXFP1 antagonist: RXFP1 (human) relaxin receptor antagonism | Q9HBX9 | HEK293-RXFP1, relaxin-stimulated cAMP HTRF, 30 min; hits give low values | activity change, negative = inhibition, % at 57.5 µM | hit rate 0.59% among 350,000 | AID 1259400;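 active means activity change of -60% or lower, but not beyond a set lower limit; inconclusive means change between -60% and -40%, or beyond the set limit; inactive means change above -40%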; further: on the % scale 0 is the no-effect control and ±100 the full control effect
# BLM helicase inh: blocks DNA unwinding by human BLM helicase. P54132. recombinant BLM DNA unwinding, fluorescence dequenching. Potency, µM (top dose mostly 56.1 µM), without a hit: at the top dose activity change, negative = inhibition, usual class: inhibitors. hit rate 0.2% among 350,000. AID 2528;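 further: potency means the concentration at half of the fitted maximal effect; plate controls were vehicle for no effect and no enzyme for full effect; nearly all actives have a fitted effect of over 35% in size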
# Pol kappa inh: inhibitors of human DNA polymerase kappa; purified Pol kappa, fluorescent DNA synthesis assay, 10 min; Potency, µM (series often up to 107 µM), for inactives: at the top dose activity, negative = inhibition, hits mostly inhibitors; hit rate 0.53% among 400,000; further: potency means the concentration at half of the fitted maximal effect; on the % scale 0 is the no-effect control and ±100 the full control effect
# Target sequence (Q9UBT6 whole entry, looked up): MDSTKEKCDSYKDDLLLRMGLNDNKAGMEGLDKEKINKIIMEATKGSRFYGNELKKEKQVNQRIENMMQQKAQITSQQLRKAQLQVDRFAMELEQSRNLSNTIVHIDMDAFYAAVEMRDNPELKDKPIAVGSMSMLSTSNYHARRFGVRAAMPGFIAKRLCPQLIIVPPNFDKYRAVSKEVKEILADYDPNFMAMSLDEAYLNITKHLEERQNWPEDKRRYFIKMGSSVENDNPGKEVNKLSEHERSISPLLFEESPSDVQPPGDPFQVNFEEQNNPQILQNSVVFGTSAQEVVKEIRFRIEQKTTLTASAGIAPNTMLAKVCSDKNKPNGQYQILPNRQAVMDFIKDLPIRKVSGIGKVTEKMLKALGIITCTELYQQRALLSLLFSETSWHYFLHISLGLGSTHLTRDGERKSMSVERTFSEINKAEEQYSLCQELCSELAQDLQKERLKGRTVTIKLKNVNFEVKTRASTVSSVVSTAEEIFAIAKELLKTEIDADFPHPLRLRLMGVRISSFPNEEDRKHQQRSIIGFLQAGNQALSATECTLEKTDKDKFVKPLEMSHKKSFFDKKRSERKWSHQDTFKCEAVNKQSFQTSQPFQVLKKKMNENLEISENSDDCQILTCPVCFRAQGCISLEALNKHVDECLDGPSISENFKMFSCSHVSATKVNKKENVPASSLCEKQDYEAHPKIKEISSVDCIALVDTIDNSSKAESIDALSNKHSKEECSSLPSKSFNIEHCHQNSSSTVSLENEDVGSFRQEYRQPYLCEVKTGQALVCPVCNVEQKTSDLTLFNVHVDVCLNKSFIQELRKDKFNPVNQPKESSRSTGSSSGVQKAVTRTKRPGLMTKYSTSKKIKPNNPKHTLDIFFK
#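 Kinetic fluorescence screen: compound preincubated 15 min RT with 10 nM enzyme; 50 nM substrate (final) initiates; reads at 0/10 min.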
# APEX1 inh: inhibitors of human APE1 endonuclease. P27695. recombinant APE1, TAMRA/BHQ-2 abasic DNA cleavage fluorescence. Potency, µM (titrated, usually from 65.8 µM), for inactives: at the highest dose activity change, negative = inhibition, most hits filed as inhibitors. hit rate 0.35% among 350,000. AID 2517;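 further: potency means the concentration at half of the fitted maximal effect; plate controls were vehicle for no effect and reference inhibitor for full effect; nearly all actives have a fitted effect of over 55% in size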
#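 Endonuclease cleavage of a quenched abasic-site DNA duplex (50 nM) by APE1 (0.75 nM) was tracked by TAMRA dequenching. Compounds were preincubated with enzyme 15 min at room temperature; data normalized to buffer-only and DMSO wells plus NSC13755 control.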
# Pol beta inh: DNA polymerase beta (human) inhibition; Potency, µM (top dose mostly 114 µM), for inactives: top-dose activity change, negative = inhibition, usual class: inhibitors; Pol beta primer extension/strand displacement, fluorescence kinetic; hit rate 1.3% among 340,000; P06746; AID 485314; further: potency means the concentration at half of the fitted maximal effect; on the % scale 0 is the no-effect control and ±100 the full control effect
#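 Homogeneous kinetic assay of primer extension and strand displacement by 10 nM Pol beta, preincubated 15 min at room temperature with compound before 50 nM substrate (final) was added. Read at 0 and 10 min; four-parameter Hill fit.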
# Apoferritin bind: candidate novel general anesthetic via apoferritin binding. P02791. Potency, µM (titrated, usually from 77.5 µM), for the others: at the top dose activity change, negative = displacement, actives largely listed as inhibitors. hit rate 0.074% among 350,000. apoferritin/1-aminoanthracene competitive binding, fluorescence. AID 485281; further: potency means the concentration at half of the fitted maximal effect; on the % scale 0 is the no-effect control and ±100 the full control effect; nearly all actives have a fitted effect of over 20% in size
# Target sequence (P02791 2-175 limits assumed): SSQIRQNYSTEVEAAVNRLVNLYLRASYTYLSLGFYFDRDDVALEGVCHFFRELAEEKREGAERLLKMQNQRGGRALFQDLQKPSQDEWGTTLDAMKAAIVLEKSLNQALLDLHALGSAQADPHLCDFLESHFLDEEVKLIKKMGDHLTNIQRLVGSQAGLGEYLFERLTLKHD
#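 10 uM apoferritin + 50% sat. 1-AMA, PBS; cpd 10 min RT; Ex380/Em535 endpoint; normalized to free probe vs complex; 4-param Hill fit; propofol titration as pos. ctrl.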
# POLH inh: DNA polymerase eta (human) inhibition | recombinant Pol eta, fluorescent DNA replication assay | Potency, µM (doses to about 114 µM), without a hit: at the highest dose activity change, negative = inhibition, hits mostly inhibitors | hit rate 1.2% among 390,000; further: potency means the concentration at half of the fitted maximal effect; on the % scale 0 is the no-effect control and ±100 the full control effect
#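 Pol eta (10 nM) was preincubated with compounds for 15 min at room temperature, after which fluorescent replication substrate (50 nM final) was added to start the reaction. Fluorescence was read kinetically at 0 and 10 min.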
# Tb PGK inh: T. brucei PGK inhibition; AID 602233; hit rate 0.043% among 380,000; PGK/GAPDH coupled, Kinase-Glo luminescence, 60 min; Potency, µM (doses to about 57.5 µM), for inactives: top-dose activity change, negative = inhibition, actives largely listed as inhibitors; P07378; further: potency means the concentration at half of the fitted maximal effect; on the % scale 0 is the no-effect control and ±100 the full control effect; nearly all actives have a fitted effect of over 60% in size
#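 Luminescent ATP detection (Kinase-Glo Plus) follows a 60-minute room-temperature incubation, with wells lacking PGK as controls. Buffer: 100 mM TEA (pH 7.6), 5 mM MgCl2, 0.01% Tween-20. Coupling enzyme GAPDH (100 nM final) supplies unstable 1,3-BPG in-well.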
# Active calls of the source: *; i = inactive; ? = inconclusive; . = no result given; & = joins results of further samples; [ ] = remark or other dose. Unless noted, the call rests on the fitted dose curve; in most records, active means well fitted curve in the direction sought with a large enough effect; inconclusive means small, poorly fitted or top-dose-only effect, or another doubt; inactive means no such curve, though single readings can be large; an effect the other way counts as inactive or inconclusive.
compound,RXFP1 antagonist,Tb PGK inh,Pol kappa inh,POLH inh,APEX1 inh,BLM helicase inh,Pol iota inh,Apoferritin bind,Pol beta inh
O=C(C1CCC(Cn2c(=O)c3sccc3n(Cc3ccccc3)c2=O)CC1)N1CCCCC1 (stereo not given),2,-3%,-33%,-15%,.,-4%,-9%,-13%,-25%
Cc1cc(O)c(C(c2ccccc2)N2CCN(C)CC2)c(=O)n1Cc1ccco1 (stereo not given),-3,i,1%[60.1 µM],-15%,.,0%,-8%,-7%,0%
CCOC(=O)N1CCN(CC(=O)N2c3ccccc3Sc3ccccc32)CC1,-13,-10%,-4%,-24%,59%[activator],-1%,116%[activator],-4%,-7%
CC1(c2ccccc2)NC(=O)N(CC(=O)Nc2ccccc2N2CCCC2)C1=O (stereo not given),-3,i,-2%,-17%,41%,.,0%,.,.
Cc1ccc(-n2c(C)cc(C(=O)COC(=O)c3c(C)noc3C)c2C)cc1,-27,-9%,-18%,-9%,4%,-12%,1%,-9%,37%
CC(=O)N1c2ccc(S(=O)(=O)N(C)CC(=O)NC3CCCCC3C)cc2CC1C (stereo not given),-6,-10%,13%,-15%,52%,-3%,0%,-15%,8%
CC1CN(CC(=O)NCc2ccc(F)cc2)CC(C)O1 (stereo not given),-9,-9%,-8%,-5%,-8%,1%,33%[activator],0%,33%
CN(Cc1ccccc1)c1cc(Cl)nc(N)n1,17,-7%,-12%,-16%,3%,0%,?,-17%,3%
FC(F)(F)c1cccc(-c2noc(-c3cc(-c4ccccc4)c(C(F)(F)F)s3)n2)c1,.,.,15%[60.1 µM],.,-8%&-3%,-1%&-7%,.,-12%&-16%,.
O=C(O)CCc1ccc(-c2cccs2)n1CC1CCCO1 (stereo not given),-1,-1%,-5%,8%,0%,-4%,-11%,8%,2%
CCCCOc1ccc(C(=O)OC2CC(C)N(C)CC2C)cc1 (stereo not given),-8,8%,-7%,0%,1%,2%,1%,3%,-5%
COc1ccc(C(=O)Nc2ccc(N3CCCC3)cc2)cc1Br,-9,-6%,-21%,-11%,22%,-3%,45%[activator],-4%,5%
COc1ccc(OC)c(CNC(=O)C2CCN(S(=O)(=O)N3CCC(C)CC3)CC2)c1,3,1%,9%,-14%,29%,0%,12%,0%,15%
COc1cccc2cc(-c3cn4cccc(C)c4n3)c(=O)oc12,-1,-5%,-11%,8%,.,.,28%,.,.
Cc1cc(C)c2c(c1)c(C)cc1nnc(SCC(=O)c3ccccc3)n12,-22,-7%,-10%,-22%,.,-4%,32%[activator],-11%,-27%
CSc1c[n+]2c(n1C)CCC2,-21,.,-4%,-2%,4%,-3%,-12%,-2%,15%
O=C(COC(=O)c1ccc[nH]c1=O)NCCCc1ccccc1,0,-5%,-4%,2%,18%,.,-4%,.,.
CC1CCN(S(=O)(=O)N2CCC(C(=O)NCc3ccc4c(c3)OCO4)CC2)CC1,-11,6%,3%,-20%,3%,0%,23%,0%,-22%
O=C(Nc1cnc2ccccn2c1=O)c1ccc(Cl)cc1Cl,9,0%,-5%,-21%,17%,-6%,87%[activator],3%,45%
O=C(COC(=O)c1ccc2c(c1)OCO2)NC1CCCCC1,-7,i,-17%,-21%,23%,.,12%,.,.
COc1ccc(C(CNC(=O)C(CCSC)NC(=O)c2ccccc2OC)N2CCCCC2)cc1 (stereo not given),-4,-6%,-7%,-12%,4%,1%,7%,1%,-2%
Cc1onc(-c2ccccc2)c1C(=O)NNC(=S)NC(=O)/C=C/c1cccs1,-32,-2%,-1%,3%,-2%,-6%,23%,-9%,-9%
Cc1ccccc1C(=O)Nc1nnc(S(=O)(=O)N(C)Cc2ccc(Cl)cc2)s1,-17,i,?,-9%,.,-3%,5%,-8%,-1%
CC1CN(C(=S)NC(=O)c2ccccc2)CC(C)O1 (stereo not given),4,-9%,4%,5%,7%,-5%,-13%,-2%,13%
C/C(Cl)=C/CSc1nnc2n(N)c(=O)c3ccccc3n12,-14,i,0%,3%,4%,-7%,i,-17%,30%
CS(=O)(=O)N1CCc2cc(S(=O)(=O)N3CCN(Cc4ccc5c(c4)OCO5)CC3)ccc21,-16,.,-6%,1%,-7%,-2%,-5%,-13%,3%
CCN(CC)CCCNC(=O)c1ccc2c(c1)sc1nc(-c3ccc(C)cc3)cn12,-12,-6%,-1%,?,.,-7%,8%,?,1%
Cc1cccc(NC(=O)Cn2cc([N+](=O)[O-])cn2)n1,9,-7%,0%,-15%,5%,-11%,-3%,-5%,19%
Cc1ccc(SCCNC(=O)c2ccc(C)c(S(=O)(=O)Nc3cccc(C)c3)c2)cc1,-35,i,-8%,-15%,?,-13%,11%,-2%,7%
CC(C)(C)C(=O)Cn1c(=N)n(Cc2ccccc2Cl)c2ccccc21,-17,-2%,-4%,-13%,?,-1%,?,-8%,0%
NC(N)=N/N=C/c1ccc(Br)cc1,1,-5%,2%,-8%,-4%,22%,?,-20%,-25%
CCOC(=O)c1cc2c(n(-c3ccc(Cl)cc3)c1=O)CCCC2=O,-1,i,-3%,-11%,-1%,-6%,78%[activator],-7%,9%
COc1ccc(CCN2C(=O)N(c3ccc(F)cc3)C(=O)C2CC(=O)Nc2ccc(F)c(F)c2)cc1 (stereo not given),.,i,-7%,?,.,-7%,8%,-1%,-12%
O=C(Nc1ncnc2sc3c(c12)CCCC3)c1ccncc1,-35,4%,9%,-20%,-2%,-8%,36%[activator],-17%,8%
Cc1ccccc1NC(=O)c1nc[nH]c1C(=O)NCc1ccccc1,-8,1%,-12%,-8%,-6%,-2%,-14%,-20%,-16%
CCN1CCN(c2cc(=O)n(Cc3ccc(F)cc3)c(=O)[nH]2)CC1,-3,.,5%,-2%,3%,3%,-13%,-7%,-7%
Cc1cc(C)cc(OCC(=O)NNC(=O)CN2C(=O)c3ccccc3C2=O)c1,1,0%,-24%,-9%,-8%,-9%,6%,-16%,6%
COc1ccc(NC(=O)c2ccc(C)cc2Cl)c([N+](=O)[O-])c1,-7,1%,-8%,-5%,-5%,-2%,7%,-12%,11%
C[C@H](NC(=O)c1nc[nH]c1C(=O)NCCCCCNC(=O)OC(C)(C)C)c1ccccc1,.,3%,-6%,-26%,7%,.,22%,.,.
Cn1c(=O)c2c(-c3cccc(Br)c3)c(C#N)c(N)nc2n(C)c1=O,-12,i,-12%,3%,1%,-2%,0%,2%,-1%
Cc1ccc(CC(=O)N2CCOCC2)cc1,-4,-9%,-22%,-6%,-9%,-1%,4%,-9%,20%
Cc1sc2nc(CN3CCCC3)nc(N3CCN(S(=O)(=O)c4ccccc4)CC3)c2c1C,1,-11%,-4%,-11%,53%,.,-32%,.,.
Cc1ccc(C(=O)Nc2ncc3c(n2)CC(c2ccco2)CC3=O)cc1 (stereo not given),-2,3%,-33%,2%,-1%,-1%,?,-19%,8%
COc1ccc(OCc2nc(-c3ccc(OC)c(OC)c3)no2)cc1,.,1%,1%,-5%,.,-7%,-19%,-1%,3%
CCCc1nc2sc3c(=O)n(N)cnc3c2c2c1CCCC2,-4,.,-15%,-5%,2%,1%,-4%,-1%,13%

# Fetched by structure from the list above, 2 records:
compound,RXFP1 antagonist,Tb PGK inh,Pol kappa inh,POLH inh,APEX1 inh,BLM helicase inh,Pol iota inh,Apoferritin bind,Pol beta inh
Cc1ccccc1NC(=O)c1nc[nH]c1C(=O)NCc1ccccc1,-8,1%,-12%,-8%,-6%,-2%,-14%,-20%,-16%
Cc1sc2nc(CN3CCCC3)nc(N3CCN(S(=O)(=O)c4ccccc4)CC3)c2c1C,1,-11%,-4%,-11%,53%,.,-32%,.,.

# Remaining list, next part
compound,RXFP1 antagonist,Tb PGK inh,Pol kappa inh,POLH inh,APEX1 inh,BLM helicase inh,Pol iota inh,Apoferritin bind,Pol beta inh
CCOc1cccc2sc(NC(=O)CS(=O)(=O)c3ccc(C)cc3)nc12,-30,3%,-12%[60.1 µM],-3%,.,0%,-9%,3%,-7%
CCc1cc2cc3c(cc2nc1SCC(=O)Nc1nccs1)OCO3,9,-3%[11.5 µM],-2%,8%,4%,-2%,71µM*,-3%,0%
CC(C)C[C@H](NC(=O)N1CC(=O)Nc2ccccc21)C(=O)N[C@H](Cc1ccccc1)C(=O)O,.,5%,-1%,-11%,20%,-1%,5%,-6%,1%
CCN(C(=O)CSc1cccc[n+]1[O-])c1ccccc1,2,i,-17%,-23%,40%,.,12%,.,.
CC(C)COP(=O)(c1ccc(N(C)C)cc1)C(O)c1cccnc1 (stereo not given),5,1%,-13%,-11%,?,2%,1%,-13%,1%
Cc1cc(Nc2ccccc2F)n2ncnc2n1,17,6%,-19%,-8%,3%,-2%,-29%,-4%,0%
COc1ccc(-c2nc3c(c(SCC(=O)Nc4ccccc4OC)n2)Cc2cccc(C)c2O3)cc1,-4,2%,1%,-7%,.,-6%,17%,2%,-8%
Cc1ccc(C(=O)COC(=O)c2cc(-c3ccccc3)nc3ccccc23)cc1C,-8,-1%,1%,1%,.,-7%,5%,-15%,11%
COc1ccc(S(=O)(=O)N2CCc3ccccc32)cc1[N+](=O)[O-],-8,0%,1%,-5%,-26%,-9%,24%,-18%,4%
O=C(Nc1ccc(Cl)cc1-c1nc2ccccc2s1)c1ccco1,-3,i,-5%,-11%,12%,0%,13%,-14%,36%
CP(C)(=O)CCP(=O)(c1ccccc1)c1ccccc1,-14,-4%,-5%,-19%,6%,2%,13%,-5%,2%[57.1 µM]
O=C(Cc1ccc(S(=O)(=O)N2CCOCC2)s1)N1CCN(S(=O)(=O)c2cccc([N+](=O)[O-])c2)CC1,16,-3%,-12%,15%,8%,.,61%[activator],.,.

# Some of the compounds tested. The share of hits here may be higher or lower than overall.
